KCNK3 inh: human KCNK3 channel inhibition, primary screen. B-score at 10 µM. AID 602410. CHO-KCNK3 thallium flux, FluxOR fluorescence; stronger effect = lower value. O14649. 340,000 tested, 0.84% active;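 active means B-score under library mean minus 4 SD, starting fluorescence ratio at most library mean plus 5 SD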;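 further: more negative B-score means stronger inhibition of thallium flux through KCNK3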
Target sequence (O14649 whole entry, looked up): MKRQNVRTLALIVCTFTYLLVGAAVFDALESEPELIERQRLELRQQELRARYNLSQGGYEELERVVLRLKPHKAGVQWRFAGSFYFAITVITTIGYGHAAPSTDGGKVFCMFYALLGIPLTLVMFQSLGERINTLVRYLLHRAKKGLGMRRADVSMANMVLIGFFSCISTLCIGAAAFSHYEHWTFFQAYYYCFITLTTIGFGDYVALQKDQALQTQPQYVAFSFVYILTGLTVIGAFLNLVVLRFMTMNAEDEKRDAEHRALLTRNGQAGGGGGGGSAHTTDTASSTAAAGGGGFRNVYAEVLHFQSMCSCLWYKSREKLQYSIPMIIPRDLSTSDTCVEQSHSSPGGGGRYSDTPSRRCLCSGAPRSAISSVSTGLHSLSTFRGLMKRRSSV
KCNQ1 act: potentiates or activates the human KCNQ1 potassium channel; P51787; CHO-K1 KCNQ1, thallium flux FluxOR fluorescence; stronger effect = higher value; B-score at 10 µM; 310,000 tested, 0.35% active; AID 2648;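 active means fluorescence ratio B-score, a plate-corrected score, at least three library SD, with initial intensity B-score within 5 SD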
Target sequence (P51787 whole entry, looked up): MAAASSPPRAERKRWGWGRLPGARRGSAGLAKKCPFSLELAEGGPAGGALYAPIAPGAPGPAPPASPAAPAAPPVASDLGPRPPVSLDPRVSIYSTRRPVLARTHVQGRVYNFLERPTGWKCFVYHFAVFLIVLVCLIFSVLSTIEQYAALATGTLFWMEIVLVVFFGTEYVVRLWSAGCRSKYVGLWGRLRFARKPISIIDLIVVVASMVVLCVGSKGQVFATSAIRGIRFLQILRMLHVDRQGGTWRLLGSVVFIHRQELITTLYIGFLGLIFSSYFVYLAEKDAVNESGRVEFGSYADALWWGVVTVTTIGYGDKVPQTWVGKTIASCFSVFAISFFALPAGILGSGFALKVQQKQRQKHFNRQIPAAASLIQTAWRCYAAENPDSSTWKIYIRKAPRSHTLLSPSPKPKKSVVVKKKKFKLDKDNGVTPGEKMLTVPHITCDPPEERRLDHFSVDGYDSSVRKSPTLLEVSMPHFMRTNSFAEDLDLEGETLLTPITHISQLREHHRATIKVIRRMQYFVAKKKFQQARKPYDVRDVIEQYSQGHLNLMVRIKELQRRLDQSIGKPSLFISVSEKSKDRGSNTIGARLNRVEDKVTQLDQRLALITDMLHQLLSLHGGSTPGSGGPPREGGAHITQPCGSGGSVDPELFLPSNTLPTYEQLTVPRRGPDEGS
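System: Stable KCNQ1 CHO-K1 line | Incubation: 90 min dye loading and 20 min compound exposure, both at room temperature | Measure: Ratio B score | Medium: Assay buffer for compound exposure, DMSO matched across wells | Compound dosing: Single-concentration screen | Probe or stimulus: K+/Tl+ depolarizing stimulus | Measured by: Kinetic FluxOR fluorescence, 10 s baseline plus 110 s post-stimulus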
KCNQ1 block: inhibitors of human KCNQ1 potassium channel. AID 2642. B-score at 10 µM. 310,000 tested, 1.3% active. P51787. CHO-K1 KCNQ1, FluxOR thallium flux fluorescence; stronger effect = higher value;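 active means compounds whose thallium flux B-score, printed positive for inhibition, exceeds three library SD while starting fluorescence stays within three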;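 further: channel opened by potassium depolarization with thallium stimulus after 20 min compound exposure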
TRPC4 potent: allosterically enhances the mouse TRPC4 cation channel. HEK293 TRPC4beta/mu-opioid, DAMGO EC20, Fluo-4 Ca2+ flux; stronger effect = higher value. B-score at 10 µM. 310,000 tested, 0.42% active. AID 2227;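 active means B-score of calcium response area above 5 SD of library B-scores, with initial fluorescence ratio within 5 SD of library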;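 further: B-score of integrated fluorescence ratio over time as area under calcium response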
Platelet DG rel: modulates dense granule release in human platelets | inhibition, %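 (compounds screened at 7.5 µM in platelet-rich plasma)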 | 300,000 tested, 0.22% active | AID 1663 | human platelet-rich plasma, SFLLRN dense granule ATP release, luminescence;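 active means mean replicate score, as percent of positive control, at or above 50; inconclusive means mean below 50 but at least one replicate at or above 50; inactive means mean and every replicate below 50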
TRPC4 inh: TRPC4 (mouse) channel inhibition. HEK293 TRPC4beta/mu-opioid, DAMGO-evoked Fluo4 calcium flux; stronger effect = lower value. AID 2247. 300,000 tested, 0.39% active. Q9QUQ5. B-score at 10 µM;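 active means B-score over 3 SD under the library average, no early fluorescence shift, positive overall ratio signal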
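Material: HEK293 cells with stable TRPC4beta plus mu-opioid receptor expression / Probe or stimulus: DAMGO in two steps, submaximal then maximal / Compound: single concentration per test compound / Technique: kinetic Fluo4 fluorescence imaging of calcium influx / Read-out: per-well B score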
TRPC4 act: TRPC4 (mouse) channel activation; B-score at 10 µM; HEK293 TRPC4beta/mu-opioid, Fluo4 calcium fluorescence; stronger effect = higher value; 310,000 tested, 0.49% active; AID 2237;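 active means B-score above 5 SD of library B-scores, and initial fluorescence ratio not above library mean plus 5 SD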;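 further: positive B-score marks a calcium rise read as TRPC4 activation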
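Assay system: HEK293 stable line with TRPC4beta plus mu-opioid receptor; schedule: 45 min room-temperature Fluo4 loading, 110 s read; technique: kinetic Fluo4 calcium fluorescence; evaluation: integrated baseline-normalised fluorescence ratio, converted to per-well B score; controls: buffer (low) and maximal DAMGO (high)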
PolyA inhibitor: yeast polyadenylation inhibition; AID 1875; S. cerevisiae SKY197-pL101 polyadenylation reporter, beta-gal luminescence; efflux-impaired pdr1/pdr3 knockout yeast; score 100 = 6 SD above DMSO; calls only at 12 µM; 300,000 tested, 0.02% active;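 active means lowest replicate activity score at least 50, where 100 means six control SD above control mean; inconclusive means lowest score under 50 but half or more replicates reach 50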;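 further: yeast exposed to compound for 9 h at 30 °C; higher score means more reporter readthrough which indicates perturbed polyadenylation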
hERG rescue: hERG (human) protection from proarrhythmic block. Q12809. CHO-hERG, FluxOR thallium flux, dofetilide IC70 present. activation (rescue from dofetilide block), less the hit threshold, % at 10 µM. 310,000 tested, 0.51% active;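 active means activation above the mean of controls blocked by dofetilide plus 5 SD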;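 further: thallium influx through hERG after potassium depolarization seen as dye fluorescence rise; in these data hits start at about 4.7%; inactives centre near -7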
KCNK9 block: blocks the human KCNK9 two-pore domain potassium channel | Q9NPC2 | B-score at 10 µM | HEK293 KCNK9, FluxOR thallium flux fluorescence; stronger effect = lower value | 310,000 tested, 1.2% active;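 active means ratio B-score over 3 SD below the library mean, with starting fluorescence within 5 SD of its mean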;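 further: negative B-score means less thallium flux so channel inhibition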
DYRK1A inh: blocks rat Dyrk1A kinase activity | Q63470 | ADP-Glo luminescence, NFATc1 peptide | inhibition, % at 12.5 µM | 310,000 tested, 0.43% active | AID 504441; in the data active means inhibition above about 50%;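 further: plate controls were vehicle with enzyme for no effect and no enzyme for full effect; many of its hits are not listed in these tables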
The depositor's hits bear a star; i = inactive; ? = inconclusive; . = no result given. This is a subset; rates above refer to the full screens.

compound	TRPC4 potent	KCNK9 block	TRPC4 act	KCNQ1 block	KCNQ1 act	KCNK3 inh	hERG rescue	PolyA inhibitor	Platelet DG rel	TRPC4 inh	DYRK1A inh
COc1ccc(S(=O)(=O)N2CCOCC2)cc1NC(=O)C1COc2ccccc2O1 (stereo unspecified)	i	i	i	i	i	i	-16	i	-2	i	12
Cc1ccc(C(=O)N/C(=C/c2ccco2)C(=O)NCc2ccco2)cc1	i	i	i	i	i	i	-3	i	-7	i	-7
CC(=O)NC1C(OCc2ccccc2)OC2COC(C)(C)OC2C1O (stereo unspecified)	i	i	i	i	i	i	-14	i	28	i	1
COc1ccccc1N1C(=O)C2C(C(=O)c3ccccc3)=NN(c3ccccc3OC)C2C1=O (stereo unspecified)	i	i	i	i	i	i	2	i	10	i	.
O=C1NC(c2ccccc2)(C(F)(F)F)SC2=CCCCCN12 (stereo unspecified)	i	i	i	i	i	i	-8	i	-3	i	-4
COCc1c(Br)c(C)nc(OCC(=O)O)c1C#N	i	i	i	i	i	i	1	i	1	i	-8
CCOc1cc(C2NC(=O)NC2=O)ccc1O (stereo unspecified)	i	i	i	i	i	i	-3	i	3	i	4
COc1ccc(S(=O)(=O)N2CCc3ccccc3C2)cc1	i	i	i	i	i	i	-4	i	0	i	0
COc1ccc(NC(=O)c2cc(Br)c(Br)s2)cn1	i	i	i	i	i	i	-7	i	-1	i	2
CCOC(=O)CNc1c(-c2ccc(O)cc2)nc2ccccn12	i	i	i	i	i	i	-9	i	2	i	10
Cc1cc(C)c(NC(=O)CSc2nncn2-c2cccnc2)c(C)c1	i	i	i	i	i	i	-7	i	3	i	-1
Cn1c(=O)c2c(nc(N3CCOCC3)n2CCNC2=NCCC2)n(C)c1=O	i	i	i	i	i	i	-6	i	-2	i	-3
CCCn1nc(Oc2nc(NCC)nc(NCC)n2)ccc1=O	i	i	i	i	i	i	-8	i	-1	i	9
Cc1cc(C(=O)Nc2nnc(C(F)(F)F)s2)cs1	i	i	i	i	i	i	-5	i	0	i	-10
CCc1ccc(N2CC(C(=O)NC3CC3)CC2=O)cc1 (stereo unspecified)	i	i	i	i	i	i	-6	i	3	i	3

Pulled by structure from the entries so far:
compound	TRPC4 potent	KCNK9 block	TRPC4 act	KCNQ1 block	KCNQ1 act	KCNK3 inh	hERG rescue	PolyA inhibitor	Platelet DG rel	TRPC4 inh	DYRK1A inh
Cc1cc(C(=O)Nc2nnc(C(F)(F)F)s2)cs1	i	i	i	i	i	i	-5	i	0	i	-10
CCOc1cc(C2NC(=O)NC2=O)ccc1O (stereo unspecified)	i	i	i	i	i	i	-3	i	3	i	4

Next part.
compound	TRPC4 potent	KCNK9 block	TRPC4 act	KCNQ1 block	KCNQ1 act	KCNK3 inh	hERG rescue	PolyA inhibitor	Platelet DG rel	TRPC4 inh	DYRK1A inh
CC(=O)Nc1nnc(SCC(=O)N2CCc3ccccc32)s1	i	i	i	i	i	i	-5	i	15	i	-3
COc1ccc(C2=NN(C(=O)CCC(=O)O)C(c3ccccc3)C2)cc1 (stereo unspecified)	i	i	i	i	i	i	-8	i	-4	i	2
O=C(NCCc1ccc(F)cc1)c1cc([N+](=O)[O-])ccc1N1CCOCC1	i	i	i	i	i	i	-4	i	-4	i	-2
Cc1ccc2nc(N(CCN(C)C)C(=O)c3cc(Cl)sc3Cl)sc2c1	i	i	i	i	i	i	-5	i	-2	i	4
NC(CSS(=O)(=O)O)=NCCC12CC3CC(CC(O)(C3)C1)C2	i	i	i	i	i	i	-7	i	27	i	5
CCCCCN(C(=O)CCC(=O)OCC(=O)N1CCCC(C)C1)c1c(N)n(CCCC)c(=O)[nH]c1=O (stereo unspecified)	i	i	i	i	i	i	-12	i	5	i	-2
Cn1c(Cc2ccccc2)nnc1SCC(=O)N1CCCCC1	i	i	i	i	i	i	-10	i	5	i	-6
CCN1CCN(c2nc3c(C)cccn3c(=O)c2/C=C(\C#N)S(=O)(=O)c2ccc(Cl)cc2)CC1	i	i	i	i	i	i	-6	i	8	i	5
N#Cc1cc([N+](=O)[O-])ccc1NC(=O)COC(=O)C1CC2CCCC(C1)C2=O (stereo unspecified)	i	i	i	i	i	i	-9	i	-4	i	4
O=C(CSc1nccc(-c2cccs2)n1)Nc1ccccc1	i	i	i	i	i	i	-8	i	-6	i	.
CCNC(=O)COC(=O)c1cc(-c2ccccc2)nn1-c1ccccc1	i	i	i	i	i	i	-11	i	-1	i	5
COc1ccc(CC(=O)NCC(=O)NCc2cc(=O)n(C)c(=O)n2C)cc1	i	i	i	i	i	i	-4	i	3	i	-3
Nc1ccc2nc(-c3ccc(Cl)cc3)[nH]c2c1	i	i	i	i	i	i	-19	i	6	i	5
CCCCn1c(N)c(N(CCOC)C(=O)COC(=O)Cc2cccc(OC)c2)c(=O)[nH]c1=O	i	i	i	i	i	i	-8	i	-4	i	9
COc1ccc(Cl)cc1C(=O)Nc1nc(C)cc(C)n1	i	i	i	i	i	i	-1	i	3	i	0
CCOC(=O)C1C(=O)OC2(CCCCC2)C1C(=O)OCC (stereo unspecified)	i	i	i	i	i	i	1	i	1	i	5
Cc1ccc(OCC(=O)NCCN2CCCC2)cc1	i	i	i	i	i	i	-3	i	0	i	2
O=C(c1ccc2c(c1)OCO2)N(c1ccccc1)C1C=CS(=O)(=O)C1 (stereo unspecified)	i	i	i	i	i	i	-2	i	4	i	3
COc1ccc(N(C(=O)C2COc3ccccc3O2)C(C(=O)NC2CCCCC2)c2ccccc2)cc1OC (stereo unspecified)	i	i	i	i	i	i	-2	i	6	i	0
Cc1ccc(-c2c[n+](CC(=O)c3ccc(Br)cc3)c3n2CCCCC3)cc1	i	i	i	i	i	i	-22	i	-8	i	0
CNC(=O)CN1C(=O)NC2(CCc3ccccc3C2)C1=O (stereo unspecified)	i	i	i	i	i	i	-10	i	0	i	.
Cc1ccc(OCC(=O)Nc2ccccc2-c2ccccc2)cc1	i	i	i	i	i	i	-4	i	0	i	9
Cc1nn(C)c(Cl)c1NC(=O)OCc1ccc(F)cc1	i	i	i	i	i	i	-1	i	-5	i	3
COc1ccc2[nH]c(C(=O)N3CCCN(Cc4ccc(F)cc4)CC3)cc2c1	i	i	i	i	i	i	-7	i	9	i	1
C/C(CC(=O)Nc1ccccc1F)=N\NC(=O)Cc1ccc(Cl)cc1	i	i	i	i	i	i	-10	i	-8	i	5
CCn1c2ccccc2c2cc(NC(=O)c3ccc(=O)oc3)ccc21	i	i	i	i	i	i	-17	i	-10	i	.
Cc1ccc(CCN2CC(C(=O)NCCCOC(C)C)CC2=O)cc1 (stereo unspecified)	i	i	i	i	i	i	-6	i	1	i	2
C=CCOc1cccc(C(=O)N2CCCC(Nc3ccc4c(c3)OCCO4)C2)c1 (stereo unspecified)	i	i	i	i	i	i	-9	i	0	i	-8
Cc1cc(C(F)F)n2ncc(C(=O)NCc3ccccc3C(F)(F)F)c2n1	i	i	i	i	i	i	-11	i	3	i	6
O=C(Oc1ccc(-c2ccccc2)cc1)N1CCOCC1	i	i	i	i	i	i	-4	i	14	i	-19
O=C(NC(=S)Nc1ccc(S(=O)(=O)N2CCCC2)cc1)c1cccs1	i	i	i	i	i	i	-7	i	-56	i	2
Cc1ccc(NC(C)C(=O)N/N=C/c2c[nH]c3ccccc23)cc1 (stereo unspecified)	i	i	i	i	i	i	-5	i	?	i	-4
COC(=O)C1=CN(c2cccc(Cl)c2)C=C(C(=O)OC)C1c1cccc(OC)c1	i	i	i	i	i	i	-8	i	10	i	5
COc1ccc(N(CC(=O)NC2CCCCC2)C(=O)c2snc(C(N)=O)c2N)cc1	i	i	i	i	i	i	-3	i	3	i	4
CC(NC(=O)CNC(=S)N(Cc1ccccc1)Cc1cccnc1)c1ccccc1 (stereo unspecified)	i	i	i	i	i	i	-24	i	16	i	-6
CN(C1CC(C)(C)NC(C)(C)C1)S(=O)(=O)CC12CCC(CC1=O)C2(C)C (stereo unspecified)	i	i	i	i	i	i	-9	i	-1	i	3
COc1ccc(C(=O)NCC(C)(C)CNC(=O)c2ccc(OC)cc2)cc1	i	i	i	i	i	i	-10	i	-4	i	.
Cc1cccc(C2=NC(C(F)(F)F)(C(F)(F)F)c3c(n(-c4ccc(F)cc4)c(=O)[nH]c3=O)N2)c1	i	i	i	i	i	i	-7	i	6	i	0
CCCOP(=O)(c1ccc(N(C)C)cc1)C(O)c1ccc(Br)cc1 (stereo unspecified)	i	i	i	i	i	i	-1	i	1	i	4
CC1(C)OC(=O)C(=CNC(=O)c2c(F)cccc2F)C(=O)O1	i	i	i	i	i	i	-2	i	-1	i	-4
COc1ccc(C(=O)C[n+]2ccc3c(c2)nc(-c2ccccc2)n3C)cc1	i	i	i	i	i	i	-10	i	5	i	6
Cc1cccc(C)c1NC(=S)N/N=C/c1ccccc1C(=O)O	i	i	i	i	i	i	-9	i	1	i	0
O=C(CSc1ccccn1)N1CCN(S(=O)(=O)c2ccc(Cl)cc2)CC1	i	i	i	i	i	i	-10	i	8	i	4
O=C(N/N=C/c1cccnc1)c1ccc(Cn2cc([N+](=O)[O-])cn2)o1	i	i	i	i	i	i	-3	i	-7	i	-3
CC1CCCCC1NC(=O)Cc1ccc(S(=O)(=O)N2CCOCC2)s1 (stereo unspecified)	i	i	i	i	i	i	-15	i	-7	i	-5
COc1ccc(-n2cc(-c3ccc(OC(F)F)cc3)[n+]3c2CCCCC3)cc1	i	i	i	i	i	i	-16	i	-5	i	-1

Some entries already given, reduced to KCNK9 block and KCNQ1 act:
Molecule	KCNK9 block	KCNQ1 act
CCCOP(=O)(c1ccc(N(C)C)cc1)C(O)c1ccc(Br)cc1 (stereo unspecified)	i	i
CC1(C)OC(=O)C(=CNC(=O)c2c(F)cccc2F)C(=O)O1	i	i
COc1ccc(C(=O)C[n+]2ccc3c(c2)nc(-c2ccccc2)n3C)cc1	i	i

Screens from PubChem.
